High-throughput results deposited in PubChem by several laboratories.
NALP1 yeast inh – NALP1 inflammasome inhibitors in reconstituted yeast, colorimetric, S. cerevisiae, triplicate retest | S. cerevisiae NALP1/ASC/caspase-1 growth, X-gal OD620, 72 h | inhibition, % at 10 µM | 280,000 compounds, 0.61% hits; in the data active = inhibition mostly above about 24%, no sharp cut-off; inactive = mostly below about 32%; also: some compounds called inactive have numbers as strong as hits
IDE cell inh – human IDE inhibitors in live cells, primary screen, fluorescence polarization, HEK cells, FAbetaB substrate; Insulin-degrading enzyme (Homo sapiens), P14735; FAbetaB cleavage; inhibition, % at 5.59 µM; 320,000 compounds, 0.41% hits; AID 434962, 2010;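 active = percent inhibition above the average of all tested compounds plus 3 SD, set per screening campaign, cut at about 16% in these data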;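 also: IDE supplied by intact live HEK cells; FP after avidin binding of uncleaved biotin substrate so inhibition keeps polarization high; 0% = DMSO wells and 100% = 60 µM reference IDE inhibitor Ii1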
Target sequence (P14735 whole entry, looked up): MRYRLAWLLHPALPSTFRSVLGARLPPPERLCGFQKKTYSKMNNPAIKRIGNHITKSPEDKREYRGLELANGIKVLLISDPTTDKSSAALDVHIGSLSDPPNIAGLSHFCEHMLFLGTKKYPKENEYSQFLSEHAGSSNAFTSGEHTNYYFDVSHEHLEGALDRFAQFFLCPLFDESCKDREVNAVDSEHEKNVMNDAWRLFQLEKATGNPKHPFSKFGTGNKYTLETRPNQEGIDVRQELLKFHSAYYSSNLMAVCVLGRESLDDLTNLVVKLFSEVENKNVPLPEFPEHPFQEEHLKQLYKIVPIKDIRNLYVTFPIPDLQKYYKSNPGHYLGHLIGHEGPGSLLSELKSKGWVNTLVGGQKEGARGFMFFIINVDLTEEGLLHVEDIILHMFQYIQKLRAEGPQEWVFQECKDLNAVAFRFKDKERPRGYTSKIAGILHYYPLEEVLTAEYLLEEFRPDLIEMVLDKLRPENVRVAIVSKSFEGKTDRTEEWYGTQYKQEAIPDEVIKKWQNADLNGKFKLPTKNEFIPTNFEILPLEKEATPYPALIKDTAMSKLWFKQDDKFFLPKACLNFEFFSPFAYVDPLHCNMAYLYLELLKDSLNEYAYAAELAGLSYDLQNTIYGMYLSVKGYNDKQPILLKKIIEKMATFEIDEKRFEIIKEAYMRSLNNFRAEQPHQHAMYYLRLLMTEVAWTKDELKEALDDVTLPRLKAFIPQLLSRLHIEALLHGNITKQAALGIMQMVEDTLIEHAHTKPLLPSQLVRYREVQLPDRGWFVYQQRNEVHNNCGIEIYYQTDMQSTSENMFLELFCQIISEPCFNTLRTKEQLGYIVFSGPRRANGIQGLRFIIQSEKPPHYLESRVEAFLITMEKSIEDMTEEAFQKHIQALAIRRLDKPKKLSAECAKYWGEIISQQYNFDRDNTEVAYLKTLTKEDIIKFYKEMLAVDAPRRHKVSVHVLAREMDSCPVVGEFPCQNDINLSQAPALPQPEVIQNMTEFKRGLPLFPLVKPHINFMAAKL
MEKK3 PB1 HTS – modulators of MEKK3-MEK5 PB1 binding, primary screen, biochemical, wildtype MEKK3, multiplex bead flow cytometry, Alexa488-MEK5; Mitogen-activated protein kinase kinase kinase 3 (Homo sapiens), Q99759; 290,000 compounds, 1.4% hits; binding response (% of control), % at 10 µM; bead-based flow cytometry, Alexa488-MEK5 binding to MEKK3; actives lie on both sides; 0 = blocked by unlabeled MEK5, 100 = vehicle;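 active = binding response more than 3 SD above or below the average of its plate-row segment, actives on both sides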;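 also: Alexa488 bead fluorescence after subtracting the streptavidin-only scavenger bead signal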
M18AAP inhibitor – PfM18AAP inhibitors, malaria aminopeptidase, primary screen, biochemical, QFRET, recombinant enzyme; 290,000 compounds, 1.2% hits; M18 aspartyl aminopeptidase (Plasmodium falciparum 3D7); H-Glu-NHMec fluorogenic cleavage; inhibition, % at 7.35 µM;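 active = inhibition above the campaign mean inhibition over all tested compounds plus 3 SD, cut at about 28% in these data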;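 also: 0% = plate median of test compound wells and 100% = 2 mM ZnCl2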
IDE act – human IDE activators in live cells, primary screen, fluorescence polarization, HEK cells, FAbeta-B substrate. 340,000 compounds, 0.073% hits. AID 493087, 2011. FAbeta-B cleavage; 0% vehicle, 100% cell-free pure enzyme wells. activation, % at 5.96 µM;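 active = activation above the mean of all tested compounds plus 3 SD, set per screening campaign, cut at about 17% in these data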
SUMO HTRF inh – inhibitors of in vitro SUMOylation cascade, primary screen, biochemical, HTRF, uHTS; HTRF SUMOylation assay, SAE1/SAE2 + UBC9; SUMO-conjugating enzyme UBC9 (Homo sapiens), P63279; inhibition, % at 35 µM; 290,000 compounds, 0.36% hits; in the data active = inhibition above about 50%, passing the limit was not always enough; also: strong numbers were not always called active
MEKK2 mut-MEK5 – MEK5 binding signal on mutant MEKK2 PB1, primary screen, biochemical, multiplex bead flow cytometry, Alexa488-MEK5; Alexa488-MEK5 binding to MEKK2 mutant; percent response, % at 10 µM; 290,000 compounds, 0.35% hits; in the data active = percent response above about 24%, passing the limit was not always enough; also: inactives centre near 1; some results filed as inactive read as strong as hits; reference of the scale not given here
pCIP destab – p/CIP-EGFP fusion destabilizers, primary screen, fluorescence, F442A cells. Q05BA5. 16 h. decrease of EGFP signal, % at 10 µM. 290,000 compounds, 0.01% hits;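 active = EGFP signal decrease of at least 30% at 10 µM or well 3 SD below plate mean, unless failing retest; inactive = the rest, including hits failing retest or dose response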; also: some compounds called inactive have numbers as strong as hits; many of its hits are not listed in these tables
MEKK2wt PB1 HTS – modulators of MEK5 binding to wildtype MEKK2, primary screen, biochemical, multiplex bead flow cytometry, Alexa488-MEK5 | Alexa488-MEK5 binding to MEKK2 WT; actives lie on both sides | Mitogen-activated protein kinase kinase kinase 2 (Homo sapiens), Q9Y2U5 | 290,000 compounds, 1.1% hits | binding response (% of control), % at 10 µM; in the data active = binding response below about 67% or above about 130%
* hit, by the source's call; . = not tested or not shown; [ ] = dose if it differs, or a comment.

1) CC(=O)c1c(C)nc2ccccc2c1N
2) CCCc1ccc2oc(C(=O)N(C)CCn3ccnc3C)c(C)c2c1
3) CCOc1ccccc1CNCCNC(=O)c1nonc1N
4) O=C1CN(S(=O)(=O)c2ccccc2)c2ccccc2N1
5) COc1ccc(/C=N/NC(=O)c2cc(C)n(-c3ccccc3)c2C)cc1OC
6) CCOC(=O)N1CCN(S(=O)(=O)c2ccc(F)c(C(=O)Nc3ccc(C)c(Cl)c3)c2)CC1
7) COc1cc(C(=O)NC(=S)Nc2nccs2)cc(OC)c1OC
8) COc1cc(C(c2c(C)[nH][nH]c2=O)c2c(C)[nH][nH]c2=O)cc([N+](=O)[O-])c1O

screen / no.	1	2	3	4	5	6	7	8
NALP1 yeast inh	3	13	.	14	-2	39	-15	-19
IDE cell inh	3	0	1	3	4	1	6	6
MEKK3 PB1 HTS	100	113	86	102	99	99	100	103
M18AAP inhibitor	14	-14	13	-8	11	1	15	27
IDE act	5	2	2	1	-2	2	-1	1
SUMO HTRF inh	-9	23	15	16	-3	-18	-19	17
MEKK2 mut-MEK5	17	24*	-11	5	-12	-2	-8	0
pCIP destab	-4	-9	-10	-7	10	7	15	12
MEKK2wt PB1 HTS	108	117	86	104	90	98	92	97

Four compounds picked at random from those above, as already listed:
6) CCOC(=O)N1CCN(S(=O)(=O)c2ccc(F)c(C(=O)Nc3ccc(C)c(Cl)c3)c2)CC1
1) CC(=O)c1c(C)nc2ccccc2c1N
5) COc1ccc(/C=N/NC(=O)c2cc(C)n(-c3ccccc3)c2C)cc1OC
8) COc1cc(C(c2c(C)[nH][nH]c2=O)c2c(C)[nH][nH]c2=O)cc([N+](=O)[O-])c1O

screen / no.	6	1	5	8
NALP1 yeast inh	39	3	-2	-19
IDE cell inh	1	3	4	6
MEKK3 PB1 HTS	99	100	99	103
M18AAP inhibitor	1	14	11	27
IDE act	2	5	-2	1
SUMO HTRF inh	-18	-9	-3	17
MEKK2 mut-MEK5	-2	17	-12	0
pCIP destab	7	-4	10	12
MEKK2wt PB1 HTS	98	108	90	97

Next section
9) C=C(C)/C=N/NC(=S)Nc1ccc(S(=O)(=O)N2CCOCC2)cc1
10) COCC1CCCN(C(=O)c2ccc3oc(C(C)C)nc3c2)C1 (stereo unspecified)
11) Cc1c(Cl)cccc1NC(=O)CN1CCN(CCO)CC1
12) CCN(CC)S(=O)(=O)c1ccc(C(=O)OCn2nnc3ccccc3c2=O)cc1
13) O=C(Nc1ccc(-n2cccc2)cc1)C1CC1
14) CCc1ccc(-n2nc3ccc(NC(=O)c4ccc5c(c4)OCO5)cc3n2)cc1
15) Cc1cccc(C(=O)NCc2nnc(SCc3ccc(F)cc3)n2C)c1
16) CCOC(=O)C1=C(C)Nc2nnnn2C1c1ccccc1Cl (stereo unspecified)

screen / no.	9	10	11	12	13	14	15	16
NALP1 yeast inh	-14	-11	-7	11	5	-6	1	-102
IDE cell inh	3	-4	0	6	-1	0	-4	4
MEKK3 PB1 HTS	96	102	104	103	100	109	99	110
M18AAP inhibitor	-2	-4	-2	-3	-13	2	-12	6
IDE act	5	-2	4	1	6	10	2	1
SUMO HTRF inh	17	20	-12	-8	-3	9	9	-8
MEKK2 mut-MEK5	-5	-1	8	9	-2	9	-2	12
pCIP destab	-12	-9	-10	5	0	-2	-15	-39
MEKK2wt PB1 HTS	100	99	105	104	99	106	96	102

17) Cc1cccc(N(CC(=O)NC2CCCC2)C(=O)CCCC(=O)Nc2ccccn2)c1
18) CCn1cc(CN2CCC(C(=O)Nc3ccc(Oc4ccccc4)nc3)CC2)cn1
19) CC(CCc1ccccc1)NC(=O)CNC(=S)N(Cc1cccs1)C1CCCC1 (stereo unspecified)
20) Cc1ccc2nc(NC(=O)COC(=O)c3ccco3)sc2c1
21) Cc1ccc(CN2CCN(Cc3ccc4ncccc4c3)CC2CCO)cc1 (stereo unspecified)
22) Nc1nc(COc2ccccc2)cs1
23) Cc1cc(OCc2cc(C(=O)N(C)CCc3cnn(C)c3)no2)cc(C)c1Cl
24) N#C/C(=C/c1ccc(N2CCOCC2)o1)c1nc2ccccc2[nH]1

screen / no.	17	18	19	20	21	22	23	24
NALP1 yeast inh	-22	34*	5	12	-7	-16	21	-3
IDE cell inh	2	1	.	10	4	4	-1	36*
MEKK3 PB1 HTS	94	105	96	100	101	95	101	94
M18AAP inhibitor	-10	-4	-1	7	-2	-2	-12	7
IDE act	-1	-2	4	-3	4	4	0	-157
SUMO HTRF inh	4	19	-15	10	12	18	12	19
MEKK2 mut-MEK5	-4	16	-4	0	-3	-3	-2	1
pCIP destab	10	-23	-4	-11	-20	-10	-8	-66
MEKK2wt PB1 HTS	94	111	95	96	99	98	104	93

25) O=C(O)Cc1c[nH]c2ccccc12
26) CCN1C(=O)c2cccc3c(S(=O)(=O)NC(Cc4ccccc4)C(=O)O)ccc1c23 (stereo unspecified)
27) O=C(O)C1CC=CCC1C(=O)N1CC=C(c2ccccc2)CC1 (stereo unspecified)
28) Cc1ccc(C(=O)Nc2ccccc2C(=O)O)cc1S(=O)(=O)NCc1ccccc1
29) Cc1nnc2sc(SCc3cccc(Cl)c3)nn2c1=O
30) CCC(COC)NCc1cn(-c2ccc(F)cc2F)nc1-c1ccccc1C (stereo unspecified)
31) O=c1/c(=C/c2ccc(O)c([N+](=O)[O-])c2)sc2nc3ccccc3n12
32) COc1ccc(CCNc2cc(-c3ccccc3)nc3ncnn23)cc1

screen / no.	25	26	27	28	29	30	31	32
NALP1 yeast inh	.	28	2	3	3	7	-12	5
IDE cell inh	6	-1	2	3	7	6	.	-8
MEKK3 PB1 HTS	100	95	108	95	115	103	95	.
M18AAP inhibitor	.	-3	11	-5	8	3	1	5
IDE act	4	-1	0	-5	-4	-1	.	5
SUMO HTRF inh	.	34	-11	9	4	9	2	10
MEKK2 mut-MEK5	0	-7	-2	-9	0	-7	-3	.
pCIP destab	.	-10	-6	-18	-15	-3	-2	-20
MEKK2wt PB1 HTS	102	89	102	91	107	107	91	.

33) O=C(O)CCNC(=O)c1cncc(Br)c1
34) CCOC(=O)C1C(c2cccc([N+](=O)[O-])c2)C2C(=O)NN=C2CC1(C)O (stereo unspecified)
35) O=C1CCCC2=C1C(c1cccs1)CC(=O)N2c1ccc(F)cc1 (stereo unspecified)
36) COc1ccc(NC(=O)CN2CCN(Cc3ccccc3)CC2)cc1
37) O=C(Nc1ccccc1Oc1cccnc1)C1CCCN(Cc2ccccc2O)C1 (stereo unspecified)
38) CCC(=O)NCCc1nc2cc(NC(=O)c3cccc([N+](=O)[O-])c3)ccc2n1C
39) COc1ccc(S(=O)(=O)N2CCC[C@H]2C(=O)NC2=NCCS2)cc1
40) COCCCN(Cc1cccs1)S(=O)(=O)c1csc(C(N)=O)c1

screen / no.	33	34	35	36	37	38	39	40
NALP1 yeast inh	-6	21	-1	-13	-14	8	14	11
IDE cell inh	1	6	4	-2	6	.	2	0
MEKK3 PB1 HTS	103	95	85	100	101	97	99	104
M18AAP inhibitor	6	1	-7	-1	5	11	-3	-8
IDE act	4	1	3	7	-2	1	4	3
SUMO HTRF inh	22	7	10	1	-4	-3	-15	7
MEKK2 mut-MEK5	0	-2	-8	9	4	-6	-1	-2
pCIP destab	-6	-4	-10	7	-1	8	-3	-6
MEKK2wt PB1 HTS	105	95	85	110	102	98	100	104

41) CCOc1ccccc1Nc1ncnc2ccc(Br)cc12
42) C/C(=N\OC(=O)c1ccc(Br)cc1)c1ccccn1
43) CC(=O)N1CCC2(CC1)C(C#N)=C(N)Oc1n[nH]c(C)c12
44) COc1ccccc1Oc1nc2ccccn2c(=O)c1/C=C(\C#N)C(=O)Nc1c(C)n(C)n(-c2ccccc2)c1=O
45) Cc1ccc(S(=O)(=O)NCc2ccncc2)cc1C
46) Oc1ccccc1N1CCN(C(c2ccccc2)c2ccccc2)CC1
47) CC1CCCCC12NC(=O)N(CC(=O)NCc1ccc3c(c1)OCO3)C2=O (stereo unspecified)
48) COc1ccc(NS(=O)(=O)c2cccc(Cl)c2)cc1S(=O)(=O)N1CCCCC1

screen / no.	41	42	43	44	45	46	47	48
NALP1 yeast inh	14	29	5	3	1	1	22	16
IDE cell inh	-3	-3	3	-4	-3	4	0	6
MEKK3 PB1 HTS	102	98	108	93	96	99	93	104
M18AAP inhibitor	-6	-11	7	5	-5	11	2	0
IDE act	1	0	5	8	-6	1	-3	5
SUMO HTRF inh	-6	9	0	20	8	-2	6	-4
MEKK2 mut-MEK5	1	-1	1	-15	-9	0	-2	0
pCIP destab	8	-8	1	-2	-18	-9	8	-2
MEKK2wt PB1 HTS	101	98	106	94	93	96	96	104

Complete entries from above. Order of screens: NALP1 yeast inh, IDE cell inh, MEKK3 PB1 HTS, M18AAP inhibitor, IDE act, SUMO HTRF inh, MEKK2 mut-MEK5, pCIP destab, MEKK2wt PB1 HTS
C/C(=N\OC(=O)c1ccc(Br)cc1)c1ccccn1 across the screens: 29, -3, 98, -11, 0, 9, -1, -8, 98
CCOc1ccccc1Nc1ncnc2ccc(Br)cc12 across the screens: 14, -3, 102, -6, 1, -6, 1, 8, 101

(listing goes on)
49) COc1ccc(C(=O)NNC(=O)CSc2nnc(COc3ccc4ccccc4c3)n2C)cc1
50) O=C(N/C(=C/c1cccnc1)C(=O)N1CCOCC1)c1ccccc1Br
51) Nc1cccc2c1C(=O)N(C(=O)/C=C/c1cccc(F)c1)C2=O
52) O=C(CNc1cccc(Cl)c1)c1ccc(Br)cc1
53) C[C@H](O)[C@@]1(O)CC[C@H]2[C@@H]3CC[C@@H]4C[C@H](O)CC[C@]4(C)[C@H]3CC[C@@]21C
54) Cc1cnc(C(=O)Nc2ccccc2-c2nnn(CC(=O)NC3CCCC3)n2)cn1
55) COc1ccccc1/C=C/C=N/NC(=O)CCC1C(=O)NN=C1C (stereo unspecified)
56) CCOC(=O)c1c(C)oc2ccc(OCC(=O)C(C)(C)C)cc12

screen / no.	49	50	51	52	53	54	55	56
NALP1 yeast inh	4	20	39	10	.	30	21	14
IDE cell inh	-1	-5	-5	2	-3	2	-5	1
MEKK3 PB1 HTS	101	92	108	98	106	98	91	102
M18AAP inhibitor	-3	-8	-7	11	.	-7	-12	-8
IDE act	10	3	2	1	-1	5	2	4
SUMO HTRF inh	34	-10	34	-2	.	-12	-8	-14
MEKK2 mut-MEK5	1	8	-2	0	0	4	9	-1
pCIP destab	-13	-4	1	-4	.	-30	-4	7
MEKK2wt PB1 HTS	100	109	99	104	100	97	101	101

57) COCCNC(=O)CN(C)S(=O)(=O)c1ccc2c(c1)OCCO2
58) CCNc1nc(N2CCCC2)nc(N2CCCC2)n1
59) Cn1c(=N)n(CC(=O)C(C)(C)C)c2ccccc21
60) CC(=O)SCCC(=O)Nc1ccccc1
61) OCCC1CN(Cc2cccn2-c2nccs2)CCN1C1CCCCC1 (stereo unspecified)

screen / no.	57	58	59	60	61
NALP1 yeast inh	22	-4	3	7	25*
IDE cell inh	0	-1	0	1	-1
MEKK3 PB1 HTS	7.0*[inhibitor]	106	91	98	103
M18AAP inhibitor	-6	-2	2	-2	2
IDE act	-1	1	-2	5	1
SUMO HTRF inh	5	3	11	8	-2
MEKK2 mut-MEK5	-14	-2	-5	3	8
pCIP destab	0	-14	2	9	-3
MEKK2wt PB1 HTS	11*[inhibitor]	100	88	101	102

An excerpt, so the mix of outcomes need not match the whole.
